FXIIa inh: factor XIIa (human) inhibition; P00748; AID 800; inhibition, % at 5 µM; purified FXIIa, Boc-QGR-AMC fluorogenic substrate, 2 h; 0.3% of 220,000 active; in the data active = inhibition above about 40%;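 note: 0% = enzyme with no compound and 100% = blank without enzyme; many of its hits are not listed in these tables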
KLK5 inh: blocks human kallikrein 5 protease activity. inhibition, % at 5 µM. recombinant hK5, fluorogenic AMC substrate cleavage. 0.59% of 210,000 active. AID 873;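 active = inhibition of 40% or more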;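 note: 0% = enzyme controls without compound and 100% = no-enzyme blanks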
Target sequence (Q9Y337 67-293 limits assumed): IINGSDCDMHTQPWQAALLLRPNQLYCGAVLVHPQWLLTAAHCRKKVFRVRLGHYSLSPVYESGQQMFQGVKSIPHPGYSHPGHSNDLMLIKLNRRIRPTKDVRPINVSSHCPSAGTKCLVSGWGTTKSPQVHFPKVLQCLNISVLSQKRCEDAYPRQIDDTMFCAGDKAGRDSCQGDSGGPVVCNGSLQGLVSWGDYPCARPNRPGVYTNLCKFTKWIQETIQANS
Rad51 HR inh: Rad51 (human) homologous recombination inhibition. Q06609. hRad51 DNA strand exchange, fluorescence dequenching. inhibition, % at 10 µM. 0.085% of 200,000 active;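 active = inhibition above 40% at the single screening dose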;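 note: 0% = DMSO control wells and 100% = blanks with heterologous ssDNA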
Target sequence (Q06609 whole entry, looked up): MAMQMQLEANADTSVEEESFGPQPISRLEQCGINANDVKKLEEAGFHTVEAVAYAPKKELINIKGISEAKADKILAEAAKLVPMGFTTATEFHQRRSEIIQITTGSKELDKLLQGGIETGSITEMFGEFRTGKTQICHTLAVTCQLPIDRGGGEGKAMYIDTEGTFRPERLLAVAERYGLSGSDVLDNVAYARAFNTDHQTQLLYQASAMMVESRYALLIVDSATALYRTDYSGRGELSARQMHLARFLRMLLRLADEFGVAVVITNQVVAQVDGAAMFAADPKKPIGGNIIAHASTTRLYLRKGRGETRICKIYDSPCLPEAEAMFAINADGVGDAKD
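Test system – preformed human Rad51 ssDNA filaments · Reagent – Donor/quencher-labelled 47-bp dsDNA substrate · Incubation – 37 °C 15-min filament assembly, 30-min compound preincubation, 15-min exchange · Signal – FRET fluorescence dequenching, excitation 485 nm, emission 520 nm · Read-out – percent inhibition from fluorescence, normalised to plate control and blank means · Benchmarks – plate control and blank wells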
L929 necroptosis: L929 zVAD cell death inhibition | viability rescue, % at 10 µM | 0.38% of 220,000 active | L929 zVAD necroptosis rescue, ATP luminescence, 24 h; with zVAD 60 µM;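 active = activation, scaled between plate controls, above about 75%, limit read from the data; inactive = activation under that limit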;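 note: 0% = zVAD with DMSO and 100% = DMSO alone without zVAD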
FXIa inh: factor XIa (human) inhibition | purified FXIa, Boc-Glu-Ala-Arg-AMC fluorogenic substrate | inhibition, % at 5 µM | 0.14% of 220,000 active | AID 798;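 active = inhibition of at least 40%; inactive = inhibition below 40%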;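 note: fluorescence of freed AMC excited at 355 nm; 0% = enzyme without compound and 100% = no enzyme blank; many of its hits are not listed in these tables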
TNF necrop inh: TNF-alpha cell death inhibition in Jurkat FADD-/- cells | activation (protection from cell death), % at 10 µM | Jurkat FADD-/- TNF necroptosis rescue, ATP luminescence, 24 h; 0 = TNF only, 100 = no-TNF cells | 0.068% of 220,000 active;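 active = activation, meaning protection from cell death, of at least 50% relative to plate controls; inactive = activation below 50%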;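 note: necroptosis triggered by 40 ng/mL TNF-alpha added together with compound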
thrombin 1536: inhibitors of human thrombin; AID 1046; inhibition, % at 5 µM; P00734; alpha-thrombin, Boc-VPR-AMC fluorogenic substrate cleavage; 0.26% of 220,000 active;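 active = inhibition at or above 40%; inactive = inhibition below 40%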;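 note: 0% = enzyme with no compound and 100% = wells without enzyme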
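signal = AMC fluorescence, 355/460 nm | material = human alpha-thrombin enzyme | control set = enzyme without compound as high, wells lacking enzyme as low | times = reaction at room temperature | read-out basis = percent inhibition scaled between no-compound controls and no-enzyme blanks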
Hck Nef HTS: human Hck-Nef kinase inhibition; inhibition, % at 20 µM; P08631; 0.68% of 220,000 active; Recombinant Hck-YEEI plus Nef, Z-Lyte FRET kinase assay;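 active = Hck-Nef kinase inhibition above about 50%, limit read from the data; inactive = inhibition below that limit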;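 note: 0% = DMSO with Hck plus Nef and 100% = Hck alone without Nef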
Target sequence (P08631 whole entry, looked up): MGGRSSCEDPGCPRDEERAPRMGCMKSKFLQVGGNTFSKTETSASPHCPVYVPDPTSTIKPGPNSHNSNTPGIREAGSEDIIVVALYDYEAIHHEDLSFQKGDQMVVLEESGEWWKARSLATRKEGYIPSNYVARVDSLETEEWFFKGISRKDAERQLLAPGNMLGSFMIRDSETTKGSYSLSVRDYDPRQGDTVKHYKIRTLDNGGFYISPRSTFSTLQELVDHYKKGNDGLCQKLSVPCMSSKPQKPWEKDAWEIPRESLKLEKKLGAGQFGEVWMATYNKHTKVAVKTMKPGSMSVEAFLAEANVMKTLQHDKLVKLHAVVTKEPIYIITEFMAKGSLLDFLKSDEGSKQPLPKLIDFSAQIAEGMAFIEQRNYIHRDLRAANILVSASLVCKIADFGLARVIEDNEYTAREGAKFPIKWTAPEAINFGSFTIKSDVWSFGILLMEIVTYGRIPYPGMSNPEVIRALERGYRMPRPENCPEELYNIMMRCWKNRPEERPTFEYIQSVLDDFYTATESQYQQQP
KCC2 mod: modulators of human KCC2 chloride dependent transport; Q9H2X9; KCC2 cells, thallium flux FluoZin-2 fluorescence; B-score of Tl+ flux slope (higher = more flux/activation; lower = inhibition) at 10 µM; 2.2% of 190,000 active; AID 1456;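 active = thallium flux slope and its plate-corrected score both differing from the plate sample mean at a set confidence after two filtering rounds, in either direction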;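 note: slope of fluorescence scaled to starting intensity during 10 to 20 s after thallium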
* = called active by the depositor; . = not tested or not shown. This is a subset; rates above refer to the full screens.

SMILES | FXIIa inh | KLK5 inh | Rad51 HR inh | L929 necroptosis | FXIa inh | TNF necrop inh | thrombin 1536 | Hck Nef HTS | KCC2 mod
CC(C)(C)NC(=O)Cn1cnc2cc([N+](=O)[O-])ccc2c1=O | 9 | -1 | 1 | 2.4 | 0 | 0.5 | 1 | 20 | -0.038
O=C(CCN1CCN(CCO)CC1)Nc1ccc(F)c(F)c1 | 15 | 0 | -1 | 0.9 | 16 | 2.2 | 2 | -6 | 0.02
CCc1ccc(NC(=O)c2noc3c2CCc2ccccc2-3)cc1 | 13 | -29 | -1 | -0.4 | 2 | 3.0 | 0 | -2 | .
CC(C)(C)c1ccc(-c2nc(-c3ccncc3)no2)cc1 | 14 | -2 | . | 0.2 | 8 | -3.0 | 3 | 0 | .
Fc1ccc(NC(=S)NCc2ccccn2)cc1 | -22 | -26 | 3 | -0.1 | -3 | -4.3 | -15 | 2 | .
CSc1ccccc1C(=O)Nc1cccc([N+](=O)[O-])c1C | 3 | -8 | 10 | 2.3 | 4 | 1.5 | -6 | 22 | -0.071
CCn1ncc(C2=NOC(C(=O)Nc3cccnc3)C2)c1C (stereo unspecified) | 17 | 6 | -2 | 1.8 | 6 | 0.9 | 2 | -19 | 0.24
O=C(N/N=C/c1cc2c(cc1Cl)OCO2)c1ccccn1 | . | . | -6 | -0.5 | . | -2.9 | . | 0 | -3.5
CN1CCCN(C(=O)c2cc(-c3ccc(Cl)c(Cl)c3Cl)nc3ccccc23)CC1 | 7 | 1 | 0 | 0.5 | -2 | 1.4 | -1 | -14 | -0.028
CCOC(=O)C(C)Oc1cccc2c(=O)n(CC(=O)Nc3ccc(OCC)cc3)ccc12 (stereo unspecified) | 15 | 1 | -1 | 2.7 | 6 | 1.0 | -4 | 2 | .
Cn1cccc1C(=O)OCc1csc(-c2ccccc2)n1 | 8 | 0 | -4 | 0.1 | 4 | -3.1 | -2 | 0 | -1.9
CCN1CCN(C(=S)Nc2ccc3nc(N4CCN(C)CC4)cc(C)c3c2)CC1 | 4 | -13 | 8 | 1.4 | 1 | -1.5 | -13 | 10 | 0.78
O=C(COC(=O)c1ccc(=O)n(Cc2ccccc2)n1)Nc1ccc2c(c1)OCCO2 | 8 | -7 | 2 | 3.7 | 2 | 1.4 | 1 | -2 | .
Oc1ccc(N2CCN(C(c3ccncc3)c3nnnn3C3CCCC3)CC2)cc1 (stereo unspecified) | -6 | 0 | 3 | 0.4 | -2 | -0.4 | -2 | 1 | 0.19
Cc1ccccc1NC(=O)C1CCN(c2cc(-c3ccccc3)nc3ncnn23)CC1 | 15 | -6 | 7 | 0.9 | 7 | -4.5 | 6 | 3 | -1.4
COc1ccccc1N(CN1CCCC1=O)C(=O)c1ccccc1F | 21 | 7 | -5 | 1.0 | 5 | 0.8 | 5 | 7 | -1.4
C/C(Cc1ccccc1)=N\NC(=O)CNC(=O)c1ccccc1Br | 0 | -19 | -2 | 1.9 | -5 | 3.0 | -1 | -3 | -0.13
O=C(Nc1cccc(Br)c1)c1ccn[nH]1 | 7 | 3 | -3 | 3.0 | -4 | -0.5 | -3 | 3 | -0.79
CCn1c(CCc2ccccc2)n[nH]c1=S | 4 | 3 | 1 | 33 | 0 | -0.3 | -3 | 24 | 0.0011
CC1CCN(C2CC(=O)N(c3ccccc3)C2=O)CC1 (stereo unspecified) | 7 | 2 | -3 | 19 | 1 | 0.5 | -11 | 17 | -0.059

Sorted by length of the SMILES (falling): three of the compounds above.
SMILES | FXIIa inh | KLK5 inh | Rad51 HR inh | L929 necroptosis | FXIa inh | TNF necrop inh | thrombin 1536 | Hck Nef HTS | KCC2 mod
C/C(Cc1ccccc1)=N\NC(=O)CNC(=O)c1ccccc1Br | 0 | -19 | -2 | 1.9 | -5 | 3.0 | -1 | -3 | -0.13
CSc1ccccc1C(=O)Nc1cccc([N+](=O)[O-])c1C | 3 | -8 | 10 | 2.3 | 4 | 1.5 | -6 | 22 | -0.071
O=C(N/N=C/c1cc2c(cc1Cl)OCO2)c1ccccn1 | . | . | -6 | -0.5 | . | -2.9 | . | 0 | -3.5

Following part:
SMILES | FXIIa inh | KLK5 inh | Rad51 HR inh | L929 necroptosis | FXIa inh | TNF necrop inh | thrombin 1536 | Hck Nef HTS | KCC2 mod
Cc1ccc(-c2nc(C(F)(F)F)cc(=O)[nH]2)cc1 | 12 | 0 | -8 | 1.5 | 4 | 1.0 | 0 | -1 | -0.49
COc1cccc(NC(=S)NNC(=O)c2ccccc2OC(F)F)c1 | 8 | -227 | 0 | -0.1 | 6 | -1.0 | 3 | -2 | 2.4
CCOc1ccc(C2C=C(c3ccccc3)Nc3nnnn32)cc1 (stereo unspecified) | 12 | -4 | -2 | 1.1 | -5 | -1.2 | -2 | 0 | .
Clc1ccc(Cn2cccn2)cn1 | 6 | . | . | 1.0 | -3 | 4.3 | -5 | 8 | 1.1
COC(=O)CSC(C(=O)Nc1ccc(C)c(C)c1)c1ccccc1 (stereo unspecified) | -8 | 2 | -3 | 0.6 | -1 | 1.3 | -5 | 0 | -0.061
Cc1ccc(OCCn2cnc3sc(C(N)=O)c(C)c3c2=O)cc1 | 6 | 0 | -10 | 0.2 | -5 | -0.1 | -14 | 22 | 0.48
COC(CNC(=O)C1CCCN(S(=O)(=O)c2c(C)noc2/C=C/c2cccs2)C1)OC (stereo unspecified) | 7 | -6 | 5 | -0.6 | 1 | 0.3 | 4 | 2 | -0.42
COCCn1c(SCCN2CCCCC2)nc2ccccc2c1=O | 11 | -21 | -5 | -0.5 | 2 | -1.2 | 1 | 2 | 0.15
O=C1c2ccccc2C(=O)N1CSc1nnnn1-c1ccccc1 | 9 | 2 | -5 | 0.1 | 11 | -2.2 | -5 | 0 | -0.1
C=CCC(NCc1ccccc1)c1ccccc1 (stereo unspecified) | 21 | -17 | -20 | 0.0 | 22 | 1.5 | -4 | 5 | 0.4
CC(=O)COc1ncn(-c2ccccc2)n1 | 1 | -7 | -10 | 0.8 | -4 | 0.6 | -14 | -1 | -0.078
O=C(CN1C(=O)c2cccc3cccc1c23)NCc1ccncc1 | 1 | -2 | 2 | 0.1 | -5 | -0.4 | -9 | -1 | 0.93
O=C(NCCCn1ccnc1)C(=O)NC1CCCCC1 | 33 | 33 | -9 | -0.1 | 33 | -0.8 | 1 | 12 | 1.3
COc1ccc(/C=C/C(=O)OCCNC(=O)c2ccncc2)cc1OC | 12 | 1 | -4 | 9.3 | 2 | 0.9 | -2 | 21 | 0.44
C=CCn1ncc(OC)c(Cl)c1=O | -8 | -3 | -6 | -0.2 | -4 | -1.5 | -5 | -1 | -0.47
Cc1cc(NC(=O)CCOc2ccc(F)cc2)no1 | 2 | -3 | 9 | -0.6 | -5 | 6.6 | -4 | -4 | .
Clc1ccc(Cc2noc(CN3CCN(c4ccccc4)CC3)n2)c(Cl)c1 | 15 | 19 | 8 | -0.6 | 19 | -2.2 | 25 | -5 | 0.39
Cc1cc(C(=O)NC(C)C)on1 | -5 | -2 | 3 | 1.4 | -10 | 0.8 | -7 | 0 | .
CC(NC(=O)C(Cc1ccccc1)N1C(=O)C2C3CCC(C3)C2C1=O)c1ccccc1 (stereo unspecified) | 10 | 0 | -2 | -0.4 | 1 | -6.9 | -4 | -1 | -0.35
CCCCCOc1ccc(CSCCNC(=S)Nc2ccccc2)cc1 | 9 | -4 | 8 | 0.8 | 6 | -6.5 | -1 | 2 | 0.3
CCc1ccc(NC(=O)C(C)OC(=O)c2ccc(N3CCCC3)c([N+](=O)[O-])c2)cc1 (stereo unspecified) | 9 | -1 | 1 | 1.2 | 5 | 0.2 | -15 | 2 | 1.1
O=C1NNC(c2ccccc2)=N/C1=C\c1ccc(Cl)cc1 | 1 | -6 | -17 | 1.1 | -6 | 1.4 | -2 | 1 | 0.23
COc1cc(/C=C2\SC(=O)N(CC(=O)Nc3cccc(C)c3)C2=O)cc([N+](=O)[O-])c1O | 3 | 4 | 12 | 5.2 | 10 | 0.2 | 5 | 32 | -2.8
O=C(Nc1cccc(-c2nc3ccccc3[nH]2)c1)c1cccc(NC(=O)c2ccco2)c1 | 5 | -24 | 2 | 1.2 | -1 | -10 | -2 | 74* | .
c1nc(COc2nsnc2N2CCOCC2)cs1 | 8 | 0 | 4 | 1.1 | 4 | 0.1 | -8 | -27 | 1.3
Cc1cccc(NCC(=O)N/N=C\c2c[nH]c3ccccc23)c1 | 5 | -10 | 19 | 2.8 | -2 | -5.7 | -2 | 19 | -2.4
CC1CCN(S(=O)(=O)c2ccc3c(c2)C(=NO)c2cc(S(=O)(=O)N4CCC(C)CC4)ccc2-3)CC1 | 19 | 5 | 2 | -0.7 | 12 | -27 | 5 | 1 | 0.99
O=C(CN1CCN(C(=O)c2ccco2)CC1)Nc1ccccc1-c1ccccc1 | 6 | -6 | 3 | -1.1 | 1 | -1.1 | 0 | -1 | .
CN(C)Cc1ccccc1Sc1ccc(Br)cc1 | 13 | -12 | 10 | 0.5 | 8 | 2.5 | -9 | 3 | 0.22
CCc1ccc2nc(NC(=O)c3ccc4c(=O)[nH]c(CN5CCOCC5)nc4c3)sc2c1 | 9 | -12 | -3 | 0.3 | 3 | -1.8 | 0 | 109* | -0.028
COC(=O)C/C(C)=N/Nc1ccc(S(=O)(=O)N2CCCC2)cc1[N+](=O)[O-] | 8 | 3 | 4 | 0.1 | 5 | 0.8 | -4 | 0 | -0.038
CN(Cc1ccccc1)C(=O)Cn1c(=O)oc2cc(S(=O)(=O)NCc3ccccc3)ccc21 | 9 | -5 | 5 | 0.3 | 6 | -0.8 | 4 | 0 | .
COc1cccc2cc(/C(=N/O)c3ccccc3)oc12 | 7 | -6 | 30 | 2.7 | -3 | -1.9 | 5 | 1 | -1.3
CCOC(=O)C1(CC2CC2)CCN(Cc2ccc3cccc(F)c3n2)CC1 | 4 | 0 | 4 | -1.1 | 1 | 3.6 | -8 | 21 | -0.37
CC1CCc2c(sc(Nc3nc4c(F)cccc4s3)c2C(N)=O)C1 (stereo unspecified) | 3 | -14 | -55 | 4.2 | 3 | 0.3 | -5 | 10 | 0.21
CC(C)(C)NS(=O)(=O)c1ccc(CCC(=O)N2CCCCC2)cc1 | -8 | 3 | -2 | -1.1 | -9 | -0.3 | -7 | -22 | 0.0065
O=C(COC(=O)CCC1CCCC1)Nc1ccc(Cl)cn1 | 3 | -5 | 3 | -0.2 | -1 | -0.3 | -5 | -1 | .
O=C(CCC(=O)N/N=C/c1cc(Cl)cc(Cl)c1O)NCc1ccccc1 | -2 | -5 | -2 | 21 | -7 | 0.2 | -14 | 15 | .
CCN(CC)S(=O)(=O)c1ccc(OC)c(NC(=O)c2ccc3c(c2)OCO3)c1 | 2 | -4 | -12 | 1.0 | 2 | -1.0 | . | 21 | -0.095
O=C(O)CCC(=O)Nc1ccc(N2CCCCCC2)cc1 | -20 | -4 | . | -0.5 | -13 | -1.7 | -8 | 7 | 0.18
COc1cccc(NC(=O)C(Sc2nnnn2C)c2ccccc2)c1 (stereo unspecified) | 6 | 1 | -3 | 1.2 | -1 | 1.1 | -5 | -19 | -0.11

Hck Nef HTS, entries above that show a hit
| structure | FXIIa inh | KLK5 inh | FXIa inh | thrombin 1536 | Hck Nef HTS | KCC2 mod |
| --- | --- | --- | --- | --- | --- | --- |
| O=C(Nc1cccc(-c2nc3ccccc3[nH]2)c1)c1cccc(NC(=O)c2ccco2)c1 | 5 | -24 | -1 | -2 | 74* | . |
| CCc1ccc2nc(NC(=O)c3ccc4c(=O)[nH]c(CN5CCOCC5)nc4c3)sc2c1 | 9 | -12 | 3 | 0 | 109* | -0.028 |

High-throughput results as filed in PubChem BioAssay.
